dFosB act – mouse delta FosB homodimer activation; purified delta FosB, TAMRA-CDK5 oligo fluorescence polarization; percent of positive-control signal above neutral wells; activation, % at 25 µM; P13346; 340,000 tested, 0.99% active;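 active = mean activation above about 17%, with every replicate also reaching it, limit read from the data, passing the limit was not always enough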;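 note: fluorescence polarization rise as delta FosB binds a TAMRA Cdk5 AP-1 oligo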
CDK5 p35 inh – inhibitors of human CDK5/p35 kinase | inhibition, % at 10 µM | Q00535+Q15078 | 330,000 tested, 0.01% active | Recombinant CDK5/p35, ADP-Glo luminescence, 60 min;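 active = highest replicate inhibition of at least 50% and at least 75% of replicates reaching 50%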;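 note: plate controls were DMSO neutral control for no effect and GW8510 at 10 µM for full effect; many of its hits are not listed in these tables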
DSG3 Ab inh – human desmoglein-3 autoantibody binding inhibition; P32926; DSG3-coupled beads, scFv-anti-DSG3-GFP binding, flow cytometry; active compounds read low; binding (percent of control), % at 10 µM; 310,000 tested, 0.48% active; AID 588358;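 active = binding more than 3 SD below its plate's average and above zero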;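 note: hits lower antibody fragment binding to DSG3; some compounds called inactive have numbers as strong as hits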
Target sequence (P32926 whole entry, looked up, the tested form may be a part): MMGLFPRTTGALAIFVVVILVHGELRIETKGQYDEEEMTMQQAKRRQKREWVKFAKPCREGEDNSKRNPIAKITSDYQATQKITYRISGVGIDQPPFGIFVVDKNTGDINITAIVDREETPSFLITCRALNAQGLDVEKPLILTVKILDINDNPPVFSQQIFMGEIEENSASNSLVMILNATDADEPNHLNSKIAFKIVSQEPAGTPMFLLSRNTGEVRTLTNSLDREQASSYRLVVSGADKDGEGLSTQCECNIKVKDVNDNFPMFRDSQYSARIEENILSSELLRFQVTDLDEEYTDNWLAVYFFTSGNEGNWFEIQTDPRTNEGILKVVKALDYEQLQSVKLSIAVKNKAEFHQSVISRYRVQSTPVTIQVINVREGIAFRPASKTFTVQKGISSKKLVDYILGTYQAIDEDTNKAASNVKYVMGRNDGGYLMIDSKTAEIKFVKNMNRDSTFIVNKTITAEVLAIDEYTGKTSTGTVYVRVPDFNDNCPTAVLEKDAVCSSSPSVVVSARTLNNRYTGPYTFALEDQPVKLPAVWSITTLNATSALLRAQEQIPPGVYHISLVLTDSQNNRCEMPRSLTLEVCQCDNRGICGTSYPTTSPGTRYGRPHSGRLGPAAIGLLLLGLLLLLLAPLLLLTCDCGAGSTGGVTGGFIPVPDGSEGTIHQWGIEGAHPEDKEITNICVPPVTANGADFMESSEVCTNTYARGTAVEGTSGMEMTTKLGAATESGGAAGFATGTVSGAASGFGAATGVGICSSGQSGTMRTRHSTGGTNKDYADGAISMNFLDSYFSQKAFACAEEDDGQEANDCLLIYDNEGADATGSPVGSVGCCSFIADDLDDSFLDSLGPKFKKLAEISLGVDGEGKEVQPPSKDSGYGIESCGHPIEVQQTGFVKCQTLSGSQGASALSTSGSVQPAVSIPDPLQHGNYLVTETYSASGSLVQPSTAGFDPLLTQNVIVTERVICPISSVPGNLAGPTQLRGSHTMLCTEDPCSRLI
Arr AP2 block – inhibitors of human beta-arrestin and AP2 interaction | FITC-arrestin peptide / GST-AP2 beads, flow cytometry; AP2 beta2 appendage carries R879A mutation | inhibition, % at 10 µM | 340,000 tested, 0.31% active | AID 504490;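 active = inhibition above a set limit, near 3 SD of compounds lacking own fluorescence, cut at about 54% in these data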;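 note: plate controls were DMSO wells for no effect and 5 µM unlabelled arrestin peptide for full effect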
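System: GST-AP2 R879A glutathione beads; medium: PBS, Tween 20 0.05%, BSA 0.1%; reagent: fluorescein-tagged arrestin peptide at 50 nM final; schedule: pre-incubation 12 min, peptide binding 1 h, room temperature; detection: flow cytometry, FL1 (488/535 nm); read-out: inhibition as reduced fluorescein signal on beads, percent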
MITF TRPM1 HTS – increases MITF-driven TRPM1 promoter luciferase signal; activation, % at 12.5 µM; AID 588334; SK-MEL-5 TRPM1-promoter luciferase, 24 h; % of positive control, neutral wells = 0; 300,000 tested, 0.75% active;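 active = mean activation of at least 80% with every replicate also reaching 80%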;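 note: 0% = neutral control wells and 100% = parthenolide positive control wells; values of inactives mirror those of a sister screen read the other way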
SR-BI DiI inh – blocks mouse SR-BI lipid uptake from DiI-HDL; inhibition, % at 12.5 µM; ldlA[mSR-BI] CHO cells, DiI-HDL uptake fluorescence, 3 h; Q61009; 320,000 tested, 0.96% active;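 active = mean replicate inhibition of at least 70% and a set share of replicates each scoring 70 or more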;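 note: 0% = median of neutral control wells and 100% = median of positive control wells; values of inactives mirror those of a sister screen read the other way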
SR-BI DiI-HDL act – enhances SR-BI lipid uptake from DiI-HDL. CHO ldlA[mSR-BI] cells, DiI-HDL uptake fluorescence, 3 h; 100 = double the neutral-control signal. 320,000 tested, 0.096% active. activation, % at 12.5 µM;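 active = mean replicate activation of at least 60% and every replicate at or above 60%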;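 note: 0% = median plate neutral-control signal and 100% = twice that signal; values of inactives mirror those of a sister screen read the other way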
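system = CHO ldlA[mSR-BI] cells, LDL receptor-null, SR-BI overexpressing | medium = Ham's F12 with 0.5% BSA, HEPES 25 mM, pH 7.4 | probe or stimulus = DiI-HDL 10 µg/mL | compound dosing = single-point compound dose | incubation = compound exposure 3 h, 37 °C | technique = DiI fluorescence, bottom read | read-out = cell-associated DiI fluorescence as measure of HDL uptake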
NSD2 HMT inh – blocks human histone methyltransferase NSD2. 310,000 tested, 0.54% active. NSD2 peptide methylation, AlphaScreen, 120 min. inhibition, % at 12.5 µM. O96028; in the data active = inhibition above about 50%
PKA-R1A activ – activates the PKA-R1A holoenzyme complex. P00514+P68181. PKA-R1A dissociation, Cy5-IP20 fluorescence polarization; scaled: DMSO 0%, 113 µM cGMP 100%. activation, % at 11.4 µM. 340,000 tested, 0.083% active;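 active = percent activation above the mean of all tested compounds plus 3 SD, cut at about 19% in these data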;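 note: higher means more PKAc released from R1A so a rise in polarization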
PKA-R2B activ – activators of human PKA-R2B complex; P22694+P31323; PKA-R2B holoenzyme dissociation, Cy5-IP20 fluorescence polarization; R2B truncated from residue 108, S112A mutant; 0% DMSO only, 100% 113 µM cGMP; activation, % at 11.4 µM; 340,000 tested, 0.079% active; AID 504700;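 active = activation above a cutoff set at the mean over all compounds plus 3 SD, cut at about 18% in these data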;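 note: higher means more holoenzyme dissociation and a rise in polarization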
Mot1-301 SUMO – blocks SUMOylation pathway, rescuing yeast Mot1-301 growth; S. cerevisiae Mot1-301 growth rescue, ATP luminescence, 38.5C; percent above DMSO median, 100 means doubled; growth rescue, % at 18.8 µM; 320,000 tested, 1% active;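 active = every valid replicate shows activation above 250% relative to neutral control wells; inactive = the rest, any valid replicate at or below 250%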;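 note: OY570 slx delta 5 strain wells were the positive control but not used for scaling; some compounds called inactive have numbers as strong as hits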
An asterisk follows results filed as active; x = not tested or not shown.

SR-BI DiI-HDL act	NSD2 HMT inh	PKA-R1A activ	SR-BI DiI inh	DSG3 Ab inh	MITF TRPM1 HTS	Mot1-301 SUMO	Arr AP2 block	CDK5 p35 inh	dFosB act	PKA-R2B activ	Structure
-1	1	-10	1	108	3	10	-10	0.4	-3	0	Cc1ccc(OCCNC(=O)c2cc(-n3cnnc3)ccc2Cl)cc1C
20	-3	5	-20	95	x	-12	1	0.8	-2	6	COc1ccc(C(O)c2coc3ccc(O)c(CN(C)C)c23)cc1 (centres undefined)
24	6	-3	-24	103	0	-2	-1	1.0	-1	-2	CCOc1ncccc1C(=O)OCC(=O)c1cccs1
-11	2	2	11	x	4	3	1	1.1	-1	-13	CCC(=O)Nc1ccc(C(=O)OCc2ccc(Cl)c(Cl)c2)cc1
13	x	0	-13	101	8	-6	6	-2.2	3	5	CCc1ccc(NC(=O)Cn2c(=O)oc3cc(S(=O)(=O)N4CCOCC4)ccc32)cc1
-11	x	-1	11	109	-5	-7	-4	0.6	1	-8	C=CC[C@H](CC(=O)NCCO)C(=O)N[C@@H](COC(=O)[C@@H](CC=C)Cc1ccc(F)cc1)Cc1c[nH]c2ccccc12
x	-1	-1	x	108	1	-6	3	-1.5	-8	-3	CCc1nc2ccccc2n(CC)c1=O
-17	11	-8	17	100	3	-7	1	-3.4	2	6	N#CC1=C(N)c2ccccc2CC12CCCCC2
-8	x	0	8	105	10	x	16	2.1	0	-5	Cc1ccc(S(=O)(=O)N2C[C@@H]3[C@H]4CC[C@H](C4)[C@@H]3[C@@H](C)C2CC(=O)c2ccccc2)cc1 (some centres undefined)
1	-1	-14	-1	103	x	-12	31	1.6	-1	-3	COc1ccc(NC(=O)CSc2nnnn2-c2ccccc2F)cc1
-3	x	-5	3	116	-8	-11	6	-0.5	-13	5	COc1ccc(-c2nc(CS(=O)CC(=O)NCc3ccc4c(c3)OCO4)c(C)o2)cc1 (centres undefined)
10	-1	10	-10	99	9	7	16	-0.5	-2	-3	COc1ccccc1C(=O)C1CCCN(C(=O)c2cc(CC(C)C)nc(C)n2)C1 (centres undefined)
x	x	1	x	90	68	-9	-12	8.0	2	-10	NC(=O)c1sc2nc3c(cc2c1N)CCC3
-27	-2	6	27	107	1	37	-10	0.3	-6	8	CCc1ccc(NC(=S)N(CCOC)C2CCN(C(C)=O)CC2)cc1
-2	-4	-5	2	102	-13	-10	6	-4.7	1	-4	Cc1cc(C)c(-c2csc(Cc3nc(-c4cc5ccccc5oc4=O)cs3)n2)cc1C
2	0	2	-2	94	7	3	28	0.8	-3	-9	Cc1ccc(S(=O)(=O)CC(=O)Nc2nc(-c3ccccc3)cs2)cc1
-18	3	-1	18	103	8	8	9	-1.7	3	-6	COc1ccc(NC(=O)c2ccc(COc3ccccc3Br)o2)cc1OC
-3	-1	-5	3	103	-3	60	-8	1.3	-7	7	Cc1cc(C)c(C(=O)C(C)OC(=O)Cc2n[nH]c(=O)c3ccccc23)cc1C (centres undefined)
0	-3	-3	0	88	-26	-5	-67	-0.5	8	-2	C=CCn1c(SCc2nc3ccccc3c(=O)[nH]2)nnc1-c1cc2cc(Cl)ccc2o1
0	-7	-3	0	104	-5	190	34	-0.6	-14	7	COc1ccccc1CNCC(=O)N1CC(=O)Nc2ccccc21
14	0	1	-14	104	-1	3	-4	-3.1	-14	-14	Cc1onc(-c2ccccc2)c1C(=O)OCC(=O)N(C)c1c(N)n(Cc2ccccc2)c(=O)[nH]c1=O
x	1	-1	x	96	-13	-6	0	-7.0	-1	-1	Cc1ccc(CC(=O)NCCC(=O)O)cc1
x	-3	1	x	113	7	58	-4	2.1	-1	8	CC(=O)Nc1ccc(N(C(=O)CNC(=O)c2ccco2)C(C(=O)NC2CCCC2)c2ccco2)cc1 (centres undefined)
21	-2	-14	-21	102	10	-6	9	-2.0	0	2	O=C(CNC(=O)c1ccccc1)NCC1COc2ccccc2O1 (centres undefined)
-12	-1	-4	12	x	15	15	-10	2.3	-3	-12	COc1ccc(CN(Cc2cccn2C)S(=O)(=O)c2ccc(C)cc2)cc1
-17	-1	0	17	95	5	14	3	0.6	1	7	COc1ccc(C(CNC(=O)c2ccc(N3CCCC3=O)cc2)N(C)C)cc1 (centres undefined)
15	9	-2	-15	102	21	10	-12	1.9	-10	4	CCN(CC)CCN(Cc1cc2ccc(C)cc2[nH]c1=O)C(=O)Nc1ccc(Cl)cc1
-3	-6	3	3	x	3	14	10	0.3	-13	0	COc1ccccc1CNC(=O)COc1ccc(S(=O)(=O)N2CCOCC2)cc1C
-10	1	-8	10	99	7	234	7	-0.6	-9	-13	O=C(NCC1(N2CCOCC2)CCCCC1)c1ccc(S(=O)(=O)Nc2ccccc2F)cc1
54	-1	0	-54	107	-12	-15	-4	-0.7	1	-5	O=C1CCCC(=O)C1=C1SCCCS1
x	-2	-1	x	96	5	76	-3	0.5	-1	6	COc1cccc(NC(=O)CN2CCN(CC(=O)Nc3ccc(F)cc3)CC2)c1
24	-3	4	-24	103	6	36	4	-0.5	1	-6	Cc1ccc(C(=O)OCC(=O)N2CC(C)OC(C)C2)cc1 (centres undefined)
10	-3	1	-10	86	-8	-14	-9	-0.5	2	13	C/C(=N/OC(=O)c1c(-c2ccccc2Cl)noc1C)c1cnccn1
5	-4	-14	-5	102	3	3	21	3.5	-7	4	CN(C)/C=C(\C#N)C(=O)c1cccnc1Oc1cccc(F)c1
10	0	-11	-10	102	-11	176	-3	0.5	-12	-7	Cc1oc2cc(OC(C)C(=O)O)ccc2c(=O)c1Oc1ccccc1 (centres undefined)
31	2	-12	-31	117	-4	15	4	1.7	5	-5	Cc1c(Cl)cccc1NC(CC(=O)c1ccccc1)C(=O)O (centres undefined)

Retrieved by compound from the entries so far:
SR-BI DiI-HDL act	NSD2 HMT inh	PKA-R1A activ	SR-BI DiI inh	DSG3 Ab inh	MITF TRPM1 HTS	Mot1-301 SUMO	Arr AP2 block	CDK5 p35 inh	dFosB act	PKA-R2B activ	Structure
5	-4	-14	-5	102	3	3	21	3.5	-7	4	CN(C)/C=C(\C#N)C(=O)c1cccnc1Oc1cccc(F)c1
24	-3	4	-24	103	6	36	4	-0.5	1	-6	Cc1ccc(C(=O)OCC(=O)N2CC(C)OC(C)C2)cc1 (centres undefined)

More compounds follow:
SR-BI DiI-HDL act	NSD2 HMT inh	PKA-R1A activ	SR-BI DiI inh	DSG3 Ab inh	MITF TRPM1 HTS	Mot1-301 SUMO	Arr AP2 block	CDK5 p35 inh	dFosB act	PKA-R2B activ	Structure
x	0	-1	x	105	9	15	11	2.7	-8	0	CCN(CC(=O)NCc1ccc(F)cc1)C(=O)c1cc2ccccc2o1
13	-5	-6	-12	88	3	-15	2	-0.1	-2	-14	O=C(COC(=O)c1ccncc1)Nc1cc(Cl)ccc1Cl
-3	2	-2	3	106	3	-2	-2	1.0	3	-4	CC(=O)Nc1ccc(S(=O)(=O)Nc2ccc3c(c2)OCCO3)cc1
x	1	-5	x	91	4	3	0	0.9	0	9	CCSc1nnc(NC(=O)CSc2c(Cl)cccc2Cl)s1
-3	0	-2	3	102	9	5	7	-0.8	3	-9	CCc1nnc(NC(=O)CSc2nnc(CNc3ccc(OC)cc3)n2C)s1
-21	6	0	21	76	5	-10	-3	0.5	-3	-3	O=C(NC1CC1)c1ccc(CSCc2ccccc2Cl)o1
-2	x	-9	2	110	2	-14	4	1.5	-3	-4	COc1ccc(-n2c(Cc3cccn3C)nnc2SCC(=O)Nc2ccc(F)cc2)cc1
-12	0	0	12	97	-3	7	44	-0.2	13	4	Cc1cc(C)c(C(=O)CN2C(=O)NC3(CCC(C)CC3)C2=O)cc1C (centres undefined)
-36	x	-3	36	112	-2	147	11	-1.2	-12	-3	Cc1ccc(-c2cc(C(F)(F)F)nn2-c2ccc(S(N)(=O)=O)cc2)cc1
-3	-3	5	3	110	x	5	0	-0.5	2	-8	Cn1c(COc2ccccc2)nc2ccccc21
-22	-1	-3	22	118	-2	34	-12	-0.7	-10	0	CC1CC(C)CN(C(=S)Nc2ccc3nc4n(c(=O)c3c2)CCCCC4)C1 (centres undefined)
-3	4	5	3	99	28	x	-1	-7.8	-4	-4	Cc1cc(=O)oc2cc(OCc3ccc(C(=O)OCC(=O)Nc4ccc(N(C)C)cc4)cc3)ccc12
-4	2	-2	4	101	-3	25	-19	-1.5	1	-4	O=C(CN1C(=O)NC2(CCCC2)C1=O)Nc1ccccc1N1CCCCC1
-10	x	5	10	101	-4	x	-1	-1.1	-16	-2	CC(=O)c1ccsc1-c1c(C)cc2oc(=O)cc(-c3ccccc3)c2c1C
-27	-2	-8	27	93	18	70	4	0.1	1	8	CCOC(=O)c1c(C)[nH]c(C(=O)COC(=O)c2cc(C)oc2C)c1C
-11	-2	-8	11	117	-2	8	7	1.1	-4	1	Cc1onc(-c2ccc(Cl)cc2Cl)c1-c1csc(COc2ccccc2)n1
x	-2	8	x	110	x	80	-9	-1.9	-3	-7	O=S(=O)(Nc1ccc(S(=O)(=O)N2CCOCC2)cc1)c1ccc(Br)cc1

Screens from PubChem.
